H1N1 NS1A inhibition: H1N1 influenza NS1A inhibitors, functional cell based assay (AID 504329); NS1A functional cell-based assay, percent inhibition; higher % means a stronger effect; inhibition, % at 12.5 µM; hits with a dose series show IC50 in µM; actives 0.3% (n = 340,000); in the data active means a potency from the dose series; inconclusive means inhibition above about 27% without an active follow-up result; further: strong numbers were not always called active
M. tuberculosis HTS: M. tuberculosis growth inhibition, HTS (AID 449762) | M. tuberculosis H37Rv growth inhibition, 7H9 media; higher % means a stronger effect | inhibition, % at 25 µM, or IC50 in µM where a hit was titrated | actives 0.59% (n = 330,000); in the data active means a potency from the dose series; inconclusive means inhibition above about 70% without an active follow-up result;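 further: bacterial growth assessed after seven days of incubation; strong numbers were not always called active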
M. tuberculosis: growth inhibition of non-replicating M. tuberculosis (AID 488890) | Mycobacterium tuberculosis non-replicating, growth inhibition; higher % means a stronger effect | inhibition, % at 25 µM, or IC50 in µM where a hit was titrated | actives 0.39% (n = 320,000); in the data active means a potency from the dose series; inconclusive means inhibition mostly from about 82% at the one dose, without a potency; inactive means the rest, 99 in 100 with inhibition below about 76%;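 further: plate controls were DMSO cells for no effect and high antibiotic wells for full effect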
PhoP GFP inhibition: PhoP regulon inhibitors, Salmonella typhi PhoP promoter GFP reporter, confirmatory (AID 1850). one-dose inhibition, % at 50 µM; IC50 in µM for titrated hits. Salmonella Typhi PhoP-promoter GFP reporter, fluorescence, 4 h; higher % means a stronger effect. actives 0.33% (n = 310,000); in the data active means a potency from the dose series; inconclusive means inhibition mostly from about 25% at the one dose, without a potency; inactive means the rest, 99 in 100 with inhibition below about 19%;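 further: 0% = induced wells with vehicle and 100% = uninduced wells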
VEEV TC-83 Vero: inhibitors of VEEV TC-83 cytopathic effect, confirmation, Vero cells (AID 588727); Vero cells, VEEV TC-83 cytopathic effect inhibition; higher % means a stronger effect; inhibition, % at 20 µM, or IC50 in µM where a hit was titrated; actives 0.13% (n = 350,000); in the data active means a potency from the dose series; inconclusive means inhibition mostly from about 14% at the one dose, without a potency; inactive means the rest, 99 in 100 with inhibition below about 12%; further: strong numbers were not always called active
VEEV TC-83 Vero 10K pilot screen: second read-out of VEEV TC-83 Vero, no call of its own (marks repeat the call); inhibition, %; measured here: 10K pilot screen inhibition
Starred values were filed as active, the others as inactive; i = inactive; ? = inconclusive; · = not tested or not shown. The order is random; overall some 1.5% were active at least once.

SMILES	H1N1 NS1A inhibition	M. tuberculosis HTS	M. tuberculosis	PhoP GFP inhibition	VEEV TC-83 Vero	others
O=C1c2ccccc2NC(c2ccccn2)N1c1ccc(Cl)cc1 (stereo not drawn)	0%	-3%	10%	-4%	2.1%	VEEV TC-83 Vero 10K pilot screen=1.5
CCOC(=O)Nc1ccc2c(c1)N(C(=O)N1CCN(C)CC1)c1ccccc1CC2	4%	3%	3%	3%	i
COc1ccc(OC)c(CN2CCN(C(=O)c3ccc(S(=O)(=O)Nc4ccccc4F)cc3)CC2)c1	4%	-6%	14%	·	1.9%
Cc1noc(C)c1S(=O)(=O)NCCCN1CCN(Cc2ccccc2)CC1	·	4%	2%	-7%	·
O=C1NCCCCC1NS(=O)(=O)c1ccc(Cl)cc1 (stereo not drawn)	-7%	4%	-7%	3%	0.2%
COc1ccc(Nc2nnc(Cc3ccncc3)c3ccccc23)c(OC)c1	-1%	-3%	1%	-10%	3.2%
CCOC(=O)c1ccc(N2C(=O)CC(Sc3nc(C)cc(C)n3)C2=O)cc1 (stereo not drawn)	-11%	-2%	11%	-4%	0.1%
O=C(NCCCn1ccnc1)c1cc(C(=O)C2CCCCC2)c[nH]1	4%	36%	5%	1%	i
C[C@H](NC(=O)c1cc2cc(Cl)ccc2n1C)C(=O)N[C@@H](C(=O)O)c1ccccc1	-7%	1%	-8%	-5%	i
Cc1sc(NC(=O)C2CC(Cl)=CCC2C(=O)O)c(C#N)c1C (stereo not drawn)	0%	8%	35%	-10%	0.6%

Entries shown so far with a carbonyl joined to an NH by a bond outside any ring (four):
SMILES	H1N1 NS1A inhibition	M. tuberculosis HTS	M. tuberculosis	PhoP GFP inhibition	VEEV TC-83 Vero	others
CCOC(=O)Nc1ccc2c(c1)N(C(=O)N1CCN(C)CC1)c1ccccc1CC2	4%	3%	3%	3%	i
O=C(NCCCn1ccnc1)c1cc(C(=O)C2CCCCC2)c[nH]1	4%	36%	5%	1%	i
C[C@H](NC(=O)c1cc2cc(Cl)ccc2n1C)C(=O)N[C@@H](C(=O)O)c1ccccc1	-7%	1%	-8%	-5%	i
Cc1sc(NC(=O)C2CC(Cl)=CCC2C(=O)O)c(C#N)c1C (stereo not drawn)	0%	8%	35%	-10%	0.6%

The listing continues.
SMILES	H1N1 NS1A inhibition	M. tuberculosis HTS	M. tuberculosis	PhoP GFP inhibition	VEEV TC-83 Vero	others
Cc1ccc(S(=O)(=O)N2CCN(C(=O)COC(=O)CCOc3ccc(C(C)(C)C)cc3)CC2)cc1	0%	8%	14%	5%	i
COc1ccc(-c2nc3ccccc3c(=O)n2-c2ccc(OC)cc2)cc1	1%	-1%	6%	5%	8.4%
Cc1ccc(S(=O)(=O)N2CCOCC2)cc1C(=O)OC1CCOC1=O (stereo not drawn)	-3%	·	·	·	0.1%
Oc1ccccc1Oc1ncc(Br)c(Cl)n1	-1%	14%	-6%	-19%	4.9%
COC(c1ccccc1)c1nnc(CCC(=O)N2CCN(CCOc3ccccc3)CC2)o1 (stereo not drawn)	6%	-2%	-1%	-9%	1.1%	VEEV TC-83 Vero 10K pilot screen=0.5
O=C(NCc1ccccc1)c1csc2c1CCCCC2	8%	10%	?	4%	3.6%
CC(OC(=O)c1ccc(Cl)nc1)C(=O)NC(C)(C)C (stereo not drawn)	-4%	-5%	-1%	15%	1.3%
CS(=O)(=O)c1ccc(Cl)c(NC(=O)COC(=O)CCN=C2NS(=O)(=O)c3ccccc32)c1	-3%	-3%	-16%	7%	0.4%
OCC1CCCN(c2ncnc3scc(-c4ccccc4)c23)C1 (stereo not drawn)	13%	6%	18%	0%	9.0%
CCc1cc(C(=O)NCC(c2ccco2)N2CCCCC2)sc1C (stereo not drawn)	2%	-3%	16%	·	i
CCCCn1c(N)c(N(CCOC)C(=O)c2cccc(S(=O)(=O)N(C)c3ccc(C)cc3)c2)c(=O)[nH]c1=O	-11%	2%	-1%	-3%	2.8%
Cc1ccccc1-c1nnc(-c2ccc(Cl)cc2)o1	8%	7%	77%	6%	i
CC1CCCN(C2(O)C(=O)Nc3ccc(Cl)cc32)C1 (stereo not drawn)	6%	-7%	-6%	-5%	2.7%
COc1ccc2c(c1OC)C(=O)OC2Nc1ccccc1S(=O)(=O)C(F)F (stereo not drawn)	2%	-4%	-12%	-5%	2.9%
O=C(CCC1CCCN(C(=O)CCC(F)(F)F)C1)NCc1ccc(F)c(F)c1 (stereo not drawn)	-5%	-3%	34%	-5%	i
C=CCSc1nnc(Cn2c(=O)sc3ccccc32)n1C	-5%	11%	3%	1%	0.6%
Cc1ccc(C2N3CC4([N+](=O)[O-])CN2CC([N+](=O)[O-])(C3)C4(C)C)cc1 (stereo not drawn)	-7%	6%	-5%	-7%	0.7%
C[C@]12CCC[C@H](O1)[C@H]([C@@H](O)c1ccccc1)O2	-10%	-10%	-10%	·	0.4%
COc1cc(Cl)ccc1NC(=S)N(CCN(C)C)C(C)c1ccncc1 (stereo not drawn)	-5%	2%	3%	1%	3.1%
O=c1cc(O)c(-c2ccccc2)c(Cl)[nH]1	-6%	6%	8%	6%	1.0%

An excerpt from above in order of length of the SMILES, ascending.
SMILES	H1N1 NS1A inhibition	M. tuberculosis HTS	M. tuberculosis	PhoP GFP inhibition	VEEV TC-83 Vero	others
O=c1cc(O)c(-c2ccccc2)c(Cl)[nH]1	-6%	6%	8%	6%	1.0%
Cc1ccccc1-c1nnc(-c2ccc(Cl)cc2)o1	8%	7%	77%	6%	i
CC1CCCN(C2(O)C(=O)Nc3ccc(Cl)cc32)C1 (stereo not drawn)	6%	-7%	-6%	-5%	2.7%
COc1cc(Cl)ccc1NC(=S)N(CCN(C)C)C(C)c1ccncc1 (stereo not drawn)	-5%	2%	3%	1%	3.1%

The list continues:
SMILES	H1N1 NS1A inhibition	M. tuberculosis HTS	M. tuberculosis	PhoP GFP inhibition	VEEV TC-83 Vero	others
O=C(O)CNC(=O)C(CS)Cc1ccccc1 (stereo not drawn)	1%	0%	-10%	-7%	0.1%
CCCOc1ccc(NC(=O)CC2C(=O)N(C)C(=S)N2Cc2ccc3c(c2)OCO3)cc1 (stereo not drawn)	-1%	-7%	44%	-2%	2.9%
CCN1CCc2c(OCc3ccccc3)cccc2C1=O	3%	5%	25%	-2%	2.2%
O=C(O)c1cn(C2CCCCC2)c2ccccc2c1=O	-1%	-3%	21%	2%	1.9%
CCC(C(=O)NCCc1c[nH]c2cc(OC)ccc12)c1ccccc1 (stereo not drawn)	-18%	4%	3%	2%	1.2%
CCn1cc(C(=O)N[C@@H](CCSC)C(=O)NC(C)(C)CO)c(=O)c2cc3c(cc21)OCO3	-3%	-1%	-5%	-2%	2.5%
CO[C@H]1O[C@@H]2O[C@@]3(C)CC[C@H]4[C@H](C)CC[C@@H]([C@H]1C)[C@@]24OO3	·	6%	-7%	8%	·
CCCOc1ccccc1NC(=O)c1ccc(N)cc1	9%	66%	37%	-9%	2.7%
COc1ccc(Cn2c(=O)[nH]c3cc(C(=O)N4CCN(c5ccc(C(C)=O)cc5)CC4)ccc3c2=O)cc1	3%	-1%	-6%	6%	4.2%
COc1ccc(N2C(=O)/C(=C/c3ccc(OC)c(OC)c3)C(=O)NC2=S)cc1	-27%	-5%	-12%	-3%	0.9%
CCCCOc1cccc(/C=N/NC(=O)c2csc(C)c2C)c1	4%	-2%	-5%	-8%	3.7%
C=C[C@@]1(C)CC(=O)[C@]2(O)[C@@]3(C)[C@@H](O)CCC(C)(C)[C@@H]3[C@H](OC(C)=O)[C@H](O)[C@@]2(C)O1	-1%	-10%	-7%	-3%	1.8%
COc1ccc2c(c1)[nH]c1c(=O)n(/N=C/c3ccc(OC)c(CN4CCCC4)c3)cnc12	12%	-1%	63%	4%	i
COc1ccccc1Sc1ccccc1CC(C)N (stereo not drawn)	-1%	10%	4%	-4%	i
O=C1CC(c2ccccc2)NC(=O)N1 (stereo not drawn)	-12%	-2%	-6%	3%	0.5%
C=COCCCNc1ncnc2sc(-c3ccccc3)cc12	-28%	57%	37%	-3%	4.0%
CC(OC(=O)c1cccc(S(=O)(=O)N2CCCCC2)c1)C(=O)NCC1CCCCC1 (stereo not drawn)	-5%	·	·	·	8.7%
COc1ccc([C@@H]2[C@@H]3C(=O)N(C(C)(C)C)C(=O)[C@@H]3[C@]3(Cc4ccccc4)C(=O)N(c4ccccc4)C(=O)N23)cc1	-6%	-2%	14%	-1%	i	VEEV TC-83 Vero 10K pilot screen=0.3
O=C(N/N=C(/c1ccccc1)c1ccncc1)c1ccc2c(c1)OCO2	-4%	-11%	-20%	-5%	1.4%
CC1CCN(c2ccc(C(=O)NCCc3ccccc3)cn2)CC1	3%	8%	33%	18%	0.6%
CCOc1ccc(C(=O)N2CCN(c3cccc(C)c3C)CC2)cc1	0%	17%	24%	-5%	i
O=C(NCCn1cc(SCC(=O)N2CCOCC2)c2ccccc21)c1c(F)cccc1F	-6%	-4%	-26%	-1%	1.7%
CCc1ccccc1NC(=O)CN(C)C(=O)Cn1cc(C(F)(F)F)cc(Cl)c1=O	-10%	-1%	-2%	-7%	0.9%
Cc1ccnc(N2CCC(C(=O)NNC(=O)c3ccccc3)CC2)n1	-13%	3%	12%	-7%	0.3%
NC(=O)CCN1CCN(C(=O)c2ccc3nc(Cc4cccc(Cl)c4)oc3c2)CC1	-6%	-11%	-10%	-11%	4.2%
COC(=O)CC1COc2ccccc2N1C(=O)c1ccc(OC)cc1 (stereo not drawn)	8%	3%	0%	-2%	i
CC(CNC(=O)CN1C(=O)NC2(CCCCC2C)C1=O)c1ccccc1 (stereo not drawn)	-14%	·	·	·	0.5%
Nc1ccc(Cn2ccc3c4c(N)nc(N)nc4ccc32)cc1	10%	·	·	·	?
COc1ccc(OCC(=O)N2CCN(Cc3nc4cc([N+](=O)[O-])ccc4n3C)CC2)cc1	-5%	7%	17%	-8%	0.5%
O=C(Nc1ncc(Cc2ccccc2)s1)C1=NCCN1	1%	?	9.5µM*	7%	1.6%
COc1ccc(C(=O)O/N=C(/C(N)=O)P(=O)(OC(C)C)OC(C)C)cc1	·	4%	-28%	0%	0.2%
O=C1Nc2ccccc2C1(O)c1ccccc1O (stereo not drawn)	-15%	0%	-18%	-13%	0.2%
CCc1ccc(S(=O)(=O)Nc2ccc(Br)cn2)cc1	-8%	2%	70%	0%	i
O=c1cc(CSc2nnc3ccccn23)c2c(ccc3ccccc32)o1	22%	0%	57%	-18%	0.5%
Cc1[nH]c(=O)[nH]c(=O)c1NC(=O)CSc1ncccc1-c1nc2ccccc2[nH]1	-7%	-13%	-8%	0%	i
O=C1OC(c2ccc3c(c2)OCO3)N(C(=O)c2ccc(Cl)c(Cl)c2)c2ccccc21 (stereo not drawn)	2%	5%	49%	4%	9.1%
Cc1ccc(Cl)cc1N1CCN(C(=O)C2CCN(c3nnc(-n4cccc4)s3)CC2)CC1	10%	-17%	23%	-12%	0.7%
COc1ccccc1NS(=O)(=O)c1ccc(C)c(C(=O)NCC(c2ccco2)N2CCCCC2)c1 (stereo not drawn)	-4%	-18%	10%	-6%	0.2%
Cc1ccccc1N1CCN(C(=O)c2cccnc2)CC1	8%	·	·	·	1.4%
O=C1C(=O)N(Cc2cccnc2)C(c2cccc(F)c2)/C1=C(/O)c1ccc2c(c1)OCO2 (stereo not drawn)	20%	-5%	-4%	-11%	0.4%
Cc1nn(C)c(C)c1/C=C(/C(=O)C(C)C)n1cncn1	-11%	-3%	17%	-5%	1.5%
CCCn1c(SCC(=O)NCc2ccccc2)n[nH]c1=O	-2%	3%	0%	1%	1.7%
COc1cccc(C(=O)C2CCCN(Cc3cnn(C(C)C)c3)C2)c1 (stereo not drawn)	6%	4%	-1%	-2%	i
CC(=O)OC[C@]12CC[C@H]3[C@@](C)(CC[C@H]4C(C)(C)CCC[C@]34C)[C@@H]1C[C@H](C1=CC(=O)O[C@H]1OC(C)=O)O2	·	4%	68%	·	·
Cc1ccc(-c2noc(CCC(=O)N3CCN(c4cccc(C(F)(F)F)c4)CC3)n2)cc1	2%	7%	32%	-8%	7.4%
CCOC(=O)c1ccc(NC(=O)c2nc[nH]c2C(=O)N[C@@H](Cc2ccccc2)C(=O)OC(C)(C)C)cc1	-2%	10%	43%	-23%	?
O=S(=O)(CCNCCc1ccccc1)NC1CCCCC1	-4%	·	·	·	0.8%
C/C(CC(=O)Nc1ccc(N(C)C)cc1)=N\NC(=O)Cc1csc(N)n1	5%	-8%	-4%	-4%	1.1%
CCN(CC)c1ccc(NC(=O)CN2C(=O)CSc3ncccc32)c(C)c1	2%	-4%	·	-10%	i
COc1ccc(NS(=O)(=O)c2ccc(Cl)c(NC(=O)c3cccnc3Cl)c2)cc1	-5%	1%	7%	-4%	0.8%
